FUS yeast rescue: rescues growth of FUS-expressing yeast. Potency, µM (titrated, usually from 76.6 µM), without a hit: at the top dose growth rescue (activation), most hits filed as activators. actives 0.24% (n = 390,000). S. cerevisiae FUS-expressing, growth rescue, OD600, 24 h;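 also: potency is read from the fitted curve at half-maximal effect; plate controls were DMSO vehicle for no effect and reference control for full effect; nearly all actives have a fitted effect of over 55% in size; some results filed as inactive show a strong effect at the top dose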
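Read-out: OD at 600 nm after 24hr at 30C, reporting rescue of FUS-induced yeast toxicity. Cells at OD 0.005 in galactose (2%) minimal medium; compounds tested in a dilution series; CP55940 titration from 92uM final as control.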
TDP43 rescue: inhibitors of TDP-43 toxicity in yeast; Potency, µM (titrated, usually from 46.1 µM), for the others: top-dose growth rescue (activation), hits mostly activators; AID 652104; actives 1.8% (n = 410,000); TDP-43 expressing yeast growth rescue, BacTiter-Glo, 24 h; also: potency is read from the fitted curve at half-maximal effect; % of control where 0% means no effect; nearly all actives have a fitted effect of over 50% in size
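Luminescence from BacTiter-Glo reports growth of TDP-43-expressing yeast after 24 hr at 30 deg C with compound. Cells were raffinose-pregrown to mid-log, then seeded in galactose medium at OD600=0.02.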
EPAC2 agonist: activates human EPAC2 exchange factor. EPAC2 activation, biochemical qHTS; response scale: 100% = 6.5 mM cAMP response. actives 0.079% (n = 360,000). Potency, µM (series often up to 154 µM), for inactives: at the top dose activation, hits mostly activators. Q8WZA2; also: potency is read from the fitted curve at half-maximal effect; nearly all actives have a fitted effect of over 50% in size
Target sequence (Q8WZA2 whole entry, looked up): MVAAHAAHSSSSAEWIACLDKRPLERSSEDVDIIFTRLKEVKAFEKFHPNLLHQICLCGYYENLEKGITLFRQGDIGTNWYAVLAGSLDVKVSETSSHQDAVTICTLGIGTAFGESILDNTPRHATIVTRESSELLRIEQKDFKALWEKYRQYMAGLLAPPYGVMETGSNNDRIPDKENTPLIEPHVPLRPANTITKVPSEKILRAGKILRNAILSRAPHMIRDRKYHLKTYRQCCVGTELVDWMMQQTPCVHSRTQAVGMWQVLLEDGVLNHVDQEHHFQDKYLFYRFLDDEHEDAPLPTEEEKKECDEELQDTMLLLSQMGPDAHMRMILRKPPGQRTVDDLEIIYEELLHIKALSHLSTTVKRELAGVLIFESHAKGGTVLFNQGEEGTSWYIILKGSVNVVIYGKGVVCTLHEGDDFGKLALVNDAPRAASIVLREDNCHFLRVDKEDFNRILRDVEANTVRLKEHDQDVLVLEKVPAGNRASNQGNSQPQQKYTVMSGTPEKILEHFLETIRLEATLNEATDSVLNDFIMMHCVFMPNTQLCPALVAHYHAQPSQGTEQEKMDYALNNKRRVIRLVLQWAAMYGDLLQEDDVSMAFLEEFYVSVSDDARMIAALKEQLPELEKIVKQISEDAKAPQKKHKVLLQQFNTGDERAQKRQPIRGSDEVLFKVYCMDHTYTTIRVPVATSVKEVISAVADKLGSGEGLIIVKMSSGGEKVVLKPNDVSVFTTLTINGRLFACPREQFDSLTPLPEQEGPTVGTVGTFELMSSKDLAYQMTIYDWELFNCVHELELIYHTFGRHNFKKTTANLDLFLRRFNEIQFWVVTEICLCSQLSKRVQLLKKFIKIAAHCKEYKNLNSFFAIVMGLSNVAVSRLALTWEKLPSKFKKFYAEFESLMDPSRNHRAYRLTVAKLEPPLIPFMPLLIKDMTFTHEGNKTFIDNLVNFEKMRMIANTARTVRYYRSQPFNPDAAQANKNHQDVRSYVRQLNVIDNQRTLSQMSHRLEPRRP
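In this primary screen, activation is scored as increased exchange of BODIPY-GDP from Rap1B by 100 nM EPAC2, with 50 uM GDP as competitor. Signal is normalized to the 6.5 mM cAMP agonist control.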
D3 ag: activates the human D3 dopamine receptor. P35462. D3R DiscoveRx beta-arrestin cells, luminescence, 90 min. max activation, %. actives 0.58% (n = 410,000). AID 652048; in the data active = max activation above about 30%; also: 0% is about no effect; mostly tested at two doses, the higher about 12 µM
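Agonist-mode cell screen: cells plated at 1500/well and incubated overnight at 37 °C, then exposed to library compounds for 90 min at 37 °C. Detection reagent was added for 30–60 min at room temperature, and luminescence was read.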
DRD3 antagonist: blocks the human D3 dopamine receptor; actives 2.5% (n = 360,000); D3R cells, DiscoveRx beta-arrestin luminescence, antagonist mode; hits give low values; AID 652054; max response, negative = inhibition, %; P35462; in the data active = max response below about -50%; inconclusive = no clear call, values can overlap the other calls; also: % is scaled to controls: 0 for no effect and ±100 for the full control effect; mostly tested at two doses, the higher about 12 µM
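Cells expressing the human receptor were seeded at 1500 cells/well, incubated overnight at 37 degrees C in 5% CO2, then exposed to library compounds with dopamine controls for 90 minutes at 37 degrees C before luminescent detection.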
Abeta yeast res: A-beta toxicity reversal in yeast; Potency, µM (series often up to 46.1 µM), for the others: at the highest dose growth rescue, actives largely listed as activators; yeast expressing A-beta42, growth rescue, OD600, 48 h; response scale: 0% DMSO, 100% iron-clioquinol control; AID 1347071; actives 0.063% (n = 410,000); also: potency is read from the fitted curve at half-maximal effect; nearly all actives have a fitted effect of over 55% in size
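Growth rescue measured by 600 nm absorbance after 48 h yeast culture at 30 C with compound. Values normalized between DMSO and an equimolar ferric chloride plus clioquinol control.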
aSyn yeast inh: rescues yeast growth from alpha-synuclein toxicity. Yeast expressing alpha-synuclein, growth rescue, BacTiter-Glo, 24 h. Potency, µM (top dose mostly 46.1 µM), without a hit: at the top dose growth rescue (activation), most hits filed as activators. actives 0.14% (n = 370,000); also: potency is read from the fitted curve at half-maximal effect; % of control where 0% means no effect; nearly all actives have a fitted effect of over 65% in size
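Rescue of yeast growth: cells expressing toxic alpha-synuclein, induced in galactose at OD600 0.02, incubated with compound 24 h at 30 C. ATP luminescence quantified growth; inhibitors of toxicity appear as activators.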
EPAC2 antag: EPAC2 (human) antagonism; Q8WZA2; EPAC2 GEF exchange of Rap1B-BODIPY-GDP, fluorescence; Potency, µM (top dose mostly 114 µM), for inactives: at the highest dose activity, negative = inhibition, most hits filed as inhibitors; actives 0.18% (n = 360,000); also: potency is read from the fitted curve at half-maximal effect; % is scaled to controls: 0 for no effect and ±100 for the full control effect; nearly all actives have a fitted effect of over 45% in size; many of its hits are not listed in these tables
Starred values were filed as active, the others as inactive; ? = inconclusive; · = no result given; & = joins results of further samples; [ ] = remark or other dose. Unless noted, calls follow the shape of the dose curve; as a rule, active = well fitted curve in the direction sought with a large enough effect; inconclusive = small, poorly fitted or top-dose-only effect, or another doubt; inactive = no such curve, though single readings can be large; an effect the other way counts as inactive or inconclusive.

SMILES	FUS yeast rescue	TDP43 rescue	EPAC2 agonist	D3 ag	DRD3 antagonist	Abeta yeast res	aSyn yeast inh	EPAC2 antag
COc1cc(NS(=O)(=O)c2ccc(NC(=O)C3CCCO3)cc2)nc(OC)n1 (stereo unspecified)	10%	-26%	0%	1	-18	0%	-10%	6%
Cc1ccc(S(=O)(=O)N(C)c2nc3ccccc3n3c(C(C)C)nnc23)cc1	21%	22%	-4%	0	12	-7%	-14%	-7%
CN1CCCC1(C)C(=O)NCc1ccc(F)cc1Cl (stereo unspecified)	-15%	12%	1%	0	40	-7%	1%	-1%
COc1ccc(NC(=O)Cn2ncn3c(cc4ccccc43)c2=O)c(OC)c1OC	15%	10%	8%	-1	-6	·	-6%	6%
O=C(NCCCn1ccnc1)C(=O)NCC1OCCN1S(=O)(=O)c1ccc(F)cc1 (stereo unspecified)	-7%	10%	18%	0	0	-1%	1%	-2%
O=C(Nc1cccc(-c2nc3ccccc3[nH]2)c1)c1ccco1	11%	26%	7%	0	46	-1%	5%	4%
CN(C)C(CNC(=O)c1cccc(C(F)(F)F)c1)c1ccco1 (stereo unspecified)	6%	-2%	1%	-17	?	-4%	-6%	2%
O=C(Cn1nnc(-c2cccc(C(F)(F)F)c2)n1)N1CCCCCC1	18%	22%	-1%	6	17	25%	3%	-6%
CCOc1ccc(CNC(=O)Cn2c(=O)c3cccn3c3ccccc32)cc1	-25%&0%	-32%&20%[inhibitor]	-7%	1&9	3	-14%&-7%	-8%	-10%
Cc1cccc(Nc2c(F)c(F)c(F)c(F)c2C(=O)O)c1	-21%	4%	-2%	5	4	-3%	-7%	1%
O=C(OCC(=O)c1c[nH]c2ccccc12)c1cc(Br)ccc1O	-10%	-9%	-2%	4	3	-13%	1%	4%
COc1ccc(Nc2cc(C(=O)NCCCN3CCOCC3)c3ccccc3n2)cc1OC	12%	0%	2%	2	11	16%	-1%	-17%
COc1ccc(NC(=S)NCc2cccs2)c(OC)c1	4%	6%	3%	15	12	8%	1%	-5%
O=C(Nn1cnnc1)c1ccc([N+](=O)[O-])cc1	6%	-7%	7%	-3	2	3%	-1%	3%
COc1ccc(C(=O)NCc2ccc(-c3nc4ccccc4s3)cc2)cc1OC	56%	-9%	-10%	-17	-4	-4%	-7%	16%
CC(C)c1c(O)cc(-c2ccncc2)n(-c2ccc(Cl)cc2)c1=O	·	-15%	5%	-1	-1	-8%	1%	-8%
COc1cc2c(cc1OC)CN(C(=O)c1ccc(OC)c([N+](=O)[O-])c1)CC2	11%	3%	9%	-12	13	-12%	-3%	0%
O=S(=O)(c1ccc(F)cc1)N1CCN(Cc2cc3c(cc2Br)OCCO3)CC1	7%	-1%	2%	-16	-1	8%	2%[1.84 µM]	-10%
Cc1ccc(Cl)cc1-n1ncc2c(N3CCC(C)CC3)ncnc21	36%	26%	·	6	·	-83%[inhibitor]	·	·
Cc1ccc(CSc2nnc(NC(=O)C3=COCCO3)s2)cc1	8%	?	5%	1	-14	5%	0%[1.84 µM]	-11%
O=C(CNC1CCCC1)Nc1cc(Cl)ccc1[N+](=O)[O-]	6%	-19%	-1%	-19	-9	-16%	-7%	-9%
CC12CN3CC(C)(CN(C1)C3c1cc(Br)ccc1O)C2=O (stereo unspecified)	5%	-7%	-11%	1	1	0%	2%	4%
Cc1ccc2c(c1)NC(=O)c1cccnc1O2	-15%	16%	·	2	·	-11%	·	·
CCOc1ccc(-n2c(SCC(N)=O)nnc2-c2cccnc2)cc1	24%	-19%	15%	-14	-24	-14%	-7%	-6%
Cc1cccc(NC(=O)Nc2ccc(C)cc2Br)c1	·	-4%	2%	3	7	13%	4%	-3%

Exported with values under each structure: part of the list above.
Below each compound: FUS yeast rescue, TDP43 rescue, EPAC2 agonist, D3 ag, DRD3 antagonist, Abeta yeast res, aSyn yeast inh, EPAC2 antag
COc1cc(NS(=O)(=O)c2ccc(NC(=O)C3CCCO3)cc2)nc(OC)n1 (stereo unspecified)
→ 10%, -26%, 0%, 1, -18, 0%, -10%, 6%
Cc1ccc(S(=O)(=O)N(C)c2nc3ccccc3n3c(C(C)C)nnc23)cc1
→ 21%, 22%, -4%, 0, 12, -7%, -14%, -7%
CN1CCCC1(C)C(=O)NCc1ccc(F)cc1Cl (stereo unspecified)
→ -15%, 12%, 1%, 0, 40, -7%, 1%, -1%
COc1ccc(NC(=O)Cn2ncn3c(cc4ccccc43)c2=O)c(OC)c1OC
→ 15%, 10%, 8%, -1, -6, ·, -6%, 6%
O=C(NCCCn1ccnc1)C(=O)NCC1OCCN1S(=O)(=O)c1ccc(F)cc1 (stereo unspecified)
→ -7%, 10%, 18%, 0, 0, -1%, 1%, -2%
O=C(Nc1cccc(-c2nc3ccccc3[nH]2)c1)c1ccco1
→ 11%, 26%, 7%, 0, 46, -1%, 5%, 4%
CN(C)C(CNC(=O)c1cccc(C(F)(F)F)c1)c1ccco1 (stereo unspecified)
→ 6%, -2%, 1%, -17, ?, -4%, -6%, 2%
O=C(Cn1nnc(-c2cccc(C(F)(F)F)c2)n1)N1CCCCCC1
→ 18%, 22%, -1%, 6, 17, 25%, 3%, -6%
CCOc1ccc(CNC(=O)Cn2c(=O)c3cccn3c3ccccc32)cc1
→ -25%&0%, -32%&20%[inhibitor], -7%, 1&9, 3, -14%&-7%, -8%, -10%
Cc1cccc(Nc2c(F)c(F)c(F)c(F)c2C(=O)O)c1
→ -21%, 4%, -2%, 5, 4, -3%, -7%, 1%
O=C(OCC(=O)c1c[nH]c2ccccc12)c1cc(Br)ccc1O
→ -10%, -9%, -2%, 4, 3, -13%, 1%, 4%

New compounds follow.
SMILES	FUS yeast rescue	TDP43 rescue	EPAC2 agonist	D3 ag	DRD3 antagonist	Abeta yeast res	aSyn yeast inh	EPAC2 antag
O=C(Nc1ccncc1)Nc1ccncc1	-8%	8%	-1%	2	15	-11%	1%	-1%
Cc1nc(-c2ccccc2)sc1CCNC(=O)c1ccco1	6%	18µM*	·	-3	·	-14%	-14%	·
CCOC(=O)N1CCN(C(=O)c2ccc(CS(=O)(=O)c3ccccc3OC)o2)CC1	20%	-4%	2%	2	2	-7%	-2%	16%
CCCc1cc(C(=O)NNC(=S)NCC2CCCO2)cs1 (stereo unspecified)	13%	?	7%	-13	7	-2%	6%	7%
Cc1ccc2onc(CC(=O)N(C)c3ccccc3)c2c1	0%	70%	·	5	·	0%	·	·
Cc1ccc(NC(=S)N2CCC(C(N)=O)(N3CCCCC3)CC2)c(C)c1	16%	-13%	-5%	2	-7	-17%	-3%	-12%
Cc1ccc(C)c(NC(=O)CCN2C(=O)c3ccccc3C2=O)c1	-8%	17%	5%	4	8	-1%	?	11%
CC12CC3(C)CC(C)(C1)CC(C(=O)NCc1ccccn1)(C2)C3	4%	15%	-5%	8	18	23%	11%	-3%
CCOC(=O)C1CCN(C(=O)c2sccc2Cl)CC1	-20%	25%	-3%	0	2	16%	4%	0%
COc1ccc(S(=O)(=O)N2CCCCCC2)cc1NC(=O)c1ccccc1S(C)(=O)=O	23%	0%	-3%	4	14	13%	0%	5%
CCO[C@H]1OC(C(=O)N2CCN(Cc3ccc4c(c3)OCO4)CC2)=C[C@@H](C)[C@@H]1CCCO	-13%	-3%	9%	-25	5	-6%	-6%	9%
CCOC(=O)N1CCC(NC(=O)Cn2cccc2C(=O)c2ccccc2C)CC1	9%	-5%	0%[15.6 µM]	6	-17	16%	-16%	0%
CC(C)(C)C(=O)COC(=O)C1=NN(c2ccccc2)C(=O)CC1	19%	13%	-7%	10	15	-8%	2%	2%
CN1CC(=O)NC1=NC(=O)C12CC3CC(CC(C3)C1)C2	-3%	1%	0%[15.6 µM]	-7	-21	-6%	17%	0%
COc1cccc(C(=O)Nc2nc(SCc3ccc(Cl)cc3)n[nH]2)c1	6%	-22%	-12%	-7	2	-2%	7%	-12%
CN(C(=O)c1cccc(NC(=O)Cc2cccc(NC(=O)C3CCCN(C(=O)C4CCC4)C3)c2)c1)C1CC1 (stereo unspecified)	22%	22%	4%	-5	44	3%	14%	0%
CCCCc1nc2c(C)c(N)cnc2n1Cc1cccc([N+](=O)[O-])c1	12%	0%	0%	8	6	-16%	0%	-3%
O=C(C[n+]1ccc2ccccc2c1)c1cccc2ccccc12	9%	?	9%	-16	?	0%	-2%	-7%
CC(OC(=O)Cc1c(F)cccc1Cl)C(=O)NC1(C#N)CCCCC1 (stereo unspecified)	9%	19%	-5%	4	10	-24%	0%	-4%
Cn1c(=O)oc2cc(S(=O)(=O)NC3CCCc4ccccc43)ccc21 (stereo unspecified)	-19%	29%	-1%	-3	22	10%	2%	8%
CN(C)S(=O)(=O)c1cccc(NC(=O)c2ccc(S(=O)(=O)N3CCCCC3)cc2)c1	15%	0%	14%	0	0	12%	-9%	11%
O=S(Cc1ccc(Cl)cc1)CC(O)COCc1ccc(Cl)cc1 (stereo unspecified)	28%	-18%	-4%	3	17	-7%	5%	-3%
CCCCC[n+]1ccn(C2=C([O-])c3ccccc3C(=O)/C2=N\S(=O)(=O)c2ccc(Br)cc2)c1	26%	-21%	-9%	-4	-5	6%	-4%	16%
COc1cc(NC(=S)Nc2ccc(OC(F)F)cc2)cc(OC)c1	?	-5%	7%	8	-26	8%	-3%	-7%
Nc1ccn([C@@H]2O[C@H](C(=O)N[C@H](CO)c3ccccc3)[C@@H](O)[C@H]2O)c(=O)n1	-23%	23%	6%	0	2	-5%	1%	7%
CS(=O)(=O)N1CCC(N2CCN(Cc3ccc(F)cc3)C(=O)C2=O)CC1	-12%	19%	·	7	·	11%	·	·
COc1ccccc1N1CCN(C(=O)c2ccc(S(=O)(=O)N3CCCC3)cc2)CC1	-10%	-4%	7.9µM*	5	16	2%	-4%	7%
COc1ccc(/C=N/NC(=O)c2cc[n+]([O-])cc2)cc1O	32%	-10%	4%	-8	-10	3%	-14%	2%
CCC(=O)Nc1ccc(C(=O)Nc2cc(C)on2)cc1	11%	-10%	2%	1	-30	0%	0%	2%

Assay outcomes from PubChem.

Some of the compounds tested. The share of hits here may be higher or lower than overall.
